High-throughput results: PubChem BioAssay, National Center for Advancing Translational Sciences (NCATS)
Pf Dd2 growth: qHTS Primary assay for Inhibitors of Plasmodium falciparum Dd2 growth in vitro | AID 1347417, 2020 | Potency, µM (series often up to 28.9 µM), for the others: at the highest dose activity, negative = inhibition, hits mostly inhibitors | hit rate 4.3% among 120,000 | P. falciparum Dd2 growth, SYBR Green, 72 h; active means well fitted inhibition curve with a large enough effect; inconclusive means small, poorly fitted or top-dose-only effect; inactive means no such curve, though single readings can be large or run the other way;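 further: plate controls were DMSO vehicle for no effect and reference drug for full effect; nearly all actives have a fitted effect of over 65% in size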
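Infected erythrocytes (Dd2, 0.3% parasitemia, 2.5% hematocrit final) are added to compound in RPMI-1640/Albumax II medium, grown 72 h at 37C in low oxygen, then lysed with saponin/Triton-X containing SYBR Green and read by fluorescence.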
* = called active by the depositor; i = inactive; ? = inconclusive; & = joins results of further samples; [ ] = remark or other dose. Potency means the concentration at half of the fitted maximal effect.

SMILES	Pf Dd2 growth
COc1ccccc1-c1n[nH]c2c1CC(=O)N(CC1CC1)C2	-16.5%[44.1 µM]
COC(=O)CN1C(=O)C(O)(c2c(C)[nH]c3ccccc23)c2ccccc21 (configuration not stated)	6.8%[0.594 µM]
CC(C)CN[C@@H]1C[C@H](CO)[C@@H](O)[C@H]1O	-8.8%[76.6 µM]
O=C(NC1CCCc2c1cnn2-c1ccccn1)c1cn[nH]c1-n1cnnn1 (configuration not stated)	-7.4%
Cc1ccccc1Oc1c(CCC(=O)N(C)C(C)C)c(C)nn1-c1ccccc1C	-13.6%
Cc1noc(C)c1C(=O)N1CCOc2ccc(CCC(=O)NCC3CC3)cc2C1	2.7%
CNCc1ccc(C(F)(F)F)cc1	-1.4%[44.1 µM]
COc1ccc(-c2cc(C[C@H]3CNCC[C@H]3CC(=O)N3CCN(C(C)=O)CC3)no2)cc1	5.4%
Cc1ccc(C)c(Cn2c(C(C)NC(=O)c3ccc(F)cc3)nc3ccccc32)c1 (configuration not stated)	11.9%
O=C(C[C@@H]1O[C@H](CNC(=O)Nc2ccccc2)[C@@H](O)[C@H]1O)NCCN1CCOCC1	26.2%[44.1 µM]
CC(NC(=O)OCc1ccccc1)c1nc2cccnc2n1C1CC1 (configuration not stated)	-4.4%&7.3%
O=C(Nc1cccc(NC(=O)c2ccccc2Cl)c1)c1cccc(Br)c1	?
Cc1cc(CN(C)C(=O)c2cc(COc3ccc(F)cc3F)on2)n[nH]1	?
Cc1cccc(C)c1OCC(=O)NC(Cc1c[nH]c2ccccc12)C(=O)O (configuration not stated)	74.1%[activator]
COc1ccc(-c2nc(-c3c(C)noc3C)cc3cc(CO)oc23)cn1	19.3%[44.1 µM]
O=C([C@@H]1C[C@H](Oc2ccccc2)CN1)N1CCOCC1	?
O=C1NCc2ccccc2CC12CCN(Cc1cccc(F)c1)CC2	-17.1%
COc1ccc(-c2cc([C@H]3CN4CC[C@H]3C[C@@H]4CNC(=O)CCCC(=O)O)n(C)n2)cc1	i
Cc1cccc(C(=O)N2CCC(C(NC(=O)CC(C)C)C(=O)N3CCCCC3)CC2)c1 (configuration not stated)	i
O=C(CCc1nnn2c1CN(C(=O)c1ccccc1)CC2)NC1CC1	-11.2%
CCn1nc(-c2ccc(OC)nc2)nc1N(C)C	4.5%
Cc1ccc(NC(=O)c2cc3c(N4CCSCC4)nc(C)cn3n2)c(C)c1	-6.4%
Cc1cc(-c2nn(-c3ccccc3F)cc2CN2CCC(N(C)C)C2)c(C)s1 (configuration not stated)	?
Cc1ccc(CN(C)C2CCOc3ccccc32)cc1 (configuration not stated)	i
COc1ccc(Cl)cc1Nc1ncncc1-c1nc(-c2ccccc2)no1	?
COCCN1C(=O)CS(=O)(=O)C12CCN(C(=O)C1(c3ccccc3)CC1)CC2	?
COc1ccc(CCNC(=O)C2Cn3cccc3C(=O)N2CC(C)C)cc1OC (configuration not stated)	-7.6%
CN(C)c1ccc(CNc2nc(-c3ccco3)nn2S(C)(=O)=O)cc1	-8.7%
CCOc1ccc(NC(=O)C(NS(=O)(=O)c2cccc3nsnc23)c2ccccc2)cc1 (configuration not stated)	21.8%
COc1ccc(Nc2c3c(nc4nncn24)CCC3)cc1OC	i
O=C1CO[C@H]2CN(C3CCC3)C[C@H]2N1Cc1ccc(F)cc1	?
Cc1cc(C)cc(C2(CNC(=O)C3NCCc4[nH]cnc43)CCCC2)c1 (configuration not stated)	?
CCc1ccc(OCc2nc(-c3ccc(OC)cc3)no2)c(Br)c1	5.9%
Cc1ccnn1CCC(=O)N1CCOC(Cc2ccc(F)cc2)C1 (configuration not stated)	-18.8%
CN1CC[C@H](c2nnc(-c3ccccc3)o2)C1	3.1%[44.1 µM]
Cc1cc(-n2c(C)nc3ccccc3c2=O)ccc1NC(=O)c1cccc([N+](=O)[O-])c1C	24.3%
Cc1ccc(Cn2c(C)c(CNCC(C)c3ccccc3)c(C(=O)O)c2C)cc1 (configuration not stated)	-4.5%
O=C(COc1ccc(F)cc1)N1CCOc2ccc(CN3CCc4ccccc4C3)cc2C1	?
NC(=O)[C@H](Cc1cccs1)NC(=O)[C@@H]1C[C@@H](NC(=O)c2cnccn2)CCN1C(=O)COCC(=O)O	23.7%
O=C(Cn1ccc(=O)[nH]c1=O)N1CCCC(c2[nH]ncc2-c2ccc(F)cc2)C1 (configuration not stated)	8.3%
COc1ccccc1C(=O)Nc1nnc2n1CCS2	24.3%
Nc1c(C(=O)NCc2ccc(Cl)cc2Cl)nnn1Cc1ccc(Br)cc1	i
O=C(c1ccsc1)N1CCC(Cc2nc(C3CCOCC3)no2)CC1	63.3%[activator]
O=C(CC1CNCCO1)N1CCc2nc(-c3ccc(Cl)cc3)[nH]c2C1 (configuration not stated)	?
COc1ccc(CN2C(=O)COC[C@H]2C(=O)Nc2cc(C)c(Cl)cc2OC)cc1	?
Cc1nn(C)c(C)c1CCC(=O)N1CCC(Cc2noc(C3CCOCC3)n2)C1 (configuration not stated)	5.0%
CCOc1ccc(CNC(=O)c2ccc3c(c2)nc2n3CCC(C)C2)cc1OC (configuration not stated)	9.2%
COCCNC(=O)[C@@H]1C[C@H](Oc2ccccc2)CN1C(=O)C1(c2ccccc2)CC1	?
O=C([C@H]1Cc2ccccc2CN1)N1CCC(c2nccn2CC2CC2)CC1	-14.4%
COc1ccc(C(=O)Nc2cc(S(=O)(=O)c3ccc(Cl)cc3)c(O)c(C)c2C)cc1	6.6%
COc1ccc(-n2nc3n(c2=O)CCN(CCC(C)C)C3)cc1	-16.0%
CCc1cccc(-n2nnnc2N2CCC(C(=O)Nc3ccc(C)c(F)c3)CC2)c1	?
COCC(=O)NC[C@H]1O[C@@H](CO)[C@@H](O)[C@H]1N1CCC(C)CC1	-6.1%[44.1 µM]
Cc1nn(-c2ccc(F)cc2)c(Oc2ccc(F)cc2F)c1CCC(=O)N1CCSCC1	?
O=C1NCc2ccccc2CC12CCCN(Cc1ccccc1F)C2 (configuration not stated)	?
COc1cccc(NC(=O)[C@@H]2C[C@@H](O)CN2C2CCN(C(=O)c3cccc(OC)c3)CC2)c1	?
Cc1cccc(-c2ccc(CN)cc2)c1	11.2µM*
CCNC(=O)N1CCCN(C)c2ccccc21	6.2%
CC(C)NC(=O)c1ccc(Cn2ccn3nc4c(c3c2=O)CCCC4)cc1	-4.0%
Cc1ccc(O)c(NC(=O)c2cc(-c3ccccc3O)no2)c1	2.24µM*

For convenience, 6 of the compounds above:
SMILES	Pf Dd2 growth
O=C([C@H]1Cc2ccccc2CN1)N1CCC(c2nccn2CC2CC2)CC1	-14.4%
COc1ccc(C(=O)Nc2cc(S(=O)(=O)c3ccc(Cl)cc3)c(O)c(C)c2C)cc1	6.6%
COc1ccc(-n2nc3n(c2=O)CCN(CCC(C)C)C3)cc1	-16.0%
CCc1cccc(-n2nnnc2N2CCC(C(=O)Nc3ccc(C)c(F)c3)CC2)c1	?
COCC(=O)NC[C@H]1O[C@@H](CO)[C@@H](O)[C@H]1N1CCC(C)CC1	-6.1%[44.1 µM]
Cc1nn(-c2ccc(F)cc2)c(Oc2ccc(F)cc2F)c1CCC(=O)N1CCSCC1	?

Going on with the list.
SMILES	Pf Dd2 growth
Cc1cccc(C(=O)N2C(C(=O)NC3CC3)COC23CCN(C(=O)C(C)(C)C)CC3)c1 (configuration not stated)	1.8%
CCOc1ccc(-c2n[nH]c3c2C(c2ccccc2OC)N(c2ccc(Br)cc2)C3=O)cc1 (configuration not stated)	10µM*
Cc1ccc(S(=O)(=O)NC2(C(F)(F)F)NC(=O)N(c3ccc(F)cc3)C2=O)cc1 (configuration not stated)	10.1%
COc1cccc(CNC(=O)c2ccc3c(c2)CC(=O)N3Cc2ccccc2)c1	?
O=C([C@@H]1C[C@H](Oc2cccnc2)CN1C(=O)Nc1ccc2c(c1)OCCO2)N1CCCC1	20.2%
O=C1c2[nH]nc(-c3ccccc3O)c2C(c2ccccc2F)N1Cc1cccnc1 (configuration not stated)	10.4%
CC(C)c1ccc(NC(=O)C(NS(=O)(=O)c2ccc3c(c2)CCC(=O)N3)c2ccccc2)cc1 (configuration not stated)	i
CC1=C(C(=O)N(C)C)C(c2ccc(Cl)cc2)N2C(CC(=O)NCc3ccco3)=CSC2=N1 (configuration not stated)	i
COc1ccc(CNC(=O)C[C@@H]2C[C@@H](C(C)C)[C@H](CC#N)C=C2C)cc1	-15.5%[44.1 µM]
COc1ccc(C)cc1NS(=O)(=O)c1c(C)nc2sc(C)cn2c1=O	-25.0%
CC(C)(C)c1ccc(-c2cn(C[C@H]3CC4CCN3C[C@@H]4C(=O)Nc3ccccc3)nn2)cc1 (some centres not stated)	-17.1%
Cn1cccc1CN[C@H]1[C@H](O)[C@@H](N2CCC(C(N)=O)CC2)[C@@H]2OC[C@H]1O2	42.7%[activator][44.1 µM]
NS(=O)(=O)c1ccsc1C(=O)N1CCCC2(CCNCC2)CC1	-4.2%
COc1ccc(C(=O)N2CCc3nc(C4CC4)nc(-c4ccc(Cl)cc4)c3C2)cc1	?
COc1ccc(C(=O)N2CCCC(CN3CCOCC3)CC2)cc1 (configuration not stated)	-12.1%
Cn1nc(C(=O)NCc2nnc3ccc(-c4ccccc4)nn23)c2ccccc21	?
O=C(Nc1ccc(Cl)cc1)N1CCCC(c2nn(-c3ccc(F)cc3)c(=O)[nH]2)C1 (configuration not stated)	i
CCOc1ccc(-n2c(SC(C)C(=O)OC)nc3c([nH]c4ccccc43)c2=O)cc1 (configuration not stated)	i
CC1=NS(=O)(=O)N(C)C=C1C(=O)OCc1noc(-c2ccccc2F)n1	23.9%
COc1ccc(-n2nc3c(N4CCC(C(=O)NCc5ccccc5C)CC4)nnc(C)c3c2C)cc1	?
COc1ccc(-c2cn3c(n2)sc2cc(C(=O)Nc4ccc(C)cc4C)ccc23)cc1	-7.6%
COc1ccccc1N1CCN(C(=O)CSc2nc3ccccc3nc2Cc2ccccc2)CC1	8.9%
O=C(NC1CCCN(c2cc(-c3ccc(F)cc3)[nH]n2)C1)c1ccc2c(c1)OCO2 (configuration not stated)	i
COCCOc1ccc(C(=O)N[C@@H]2CN(C(=O)Nc3ccccc3)CCC[C@H]2O)cc1	i
COc1ccccc1N1CCN([C@@H]2[C@H](O)[C@H](CO)O[C@@H]2CNC(=O)Nc2ccccc2)CC1	-14.2%
O=C(c1ccc(F)cc1)n1nc(-c2ccccc2)nc1NCc1ccco1	32.4%
COc1cc(OC)c(NC(=O)C2=C(C)C(=O)OC23CCCCC3)cc1Cl	-13.1%
O=Cc1ccc(-c2ccc(C(=O)O)cn2)cc1	9.9%[44.1 µM]
Cc1ccc(-c2ccc(=O)n(CC(=O)NC(C)c3ccccc3)n2)cc1 (configuration not stated)	0.2%
Cc1ccc(NC(=O)N2CCCC(c3nccn3Cc3ccncc3)C2)cc1C (configuration not stated)	2.9%
CC1(C)[C@H]2CC[C@@H](CNC(=O)c3ccccn3)[C@@H]1C2	?
CC(C)c1ccc(NC(=O)CN2C=NS(=O)(=O)c3ccccc32)cc1	17.2%
Cc1ccc(OC2CCN(Cc3ccncc3)CC2)c(C(=O)N(C)C2CCOCC2)c1	-23.2%
Cc1nc2ccc(C(=O)N3CC[C@](C)(O)[C@@H](O)C3)cc2nc1C	5.0%
O=C(c1ccc2c(c1)N(Cc1ccccc1F)C(=O)c1ccccc1S2=O)N1CCC(Cc2ccccc2)CC1 (configuration not stated)	-3.2%
O=C(NCc1ccccc1Br)c1ccc2nc(N3CCCCC3)sc2c1	21.0%
COCCCn1c(=O)c2sccc2n2c(CCCC(=O)NCc3cccc(OC)c3)nnc12	-14.7%
O=C(NCc1c[nH]c2ncccc12)c1cccc(Cl)c1	?
Cc1ncoc1C(=O)N1CC(F)(F)C[C@H]1c1nc(C2CC2)no1	-3.8%
CC(C)CN(C1CCOCC1)C1CN(Cc2cncs2)C1	?
COc1ccc(CNC(=O)CC[C@@H]2CNC(=O)[C@@H]3C[C@H](NCc4cn(C)c5ccccc45)CN23)cc1	i
COc1ccc(C(=O)N2CCN(C(=O)c3nnn4c3COC(c3ccc(F)cc3)C4)CC2)cc1 (configuration not stated)	-0.2%
COc1ccc(CCNC(=O)c2ccc3c(c2)CCN3S(C)(=O)=O)cc1OC	i
Cc1ccc(S(=O)(=O)C(CNC(=O)C(=O)NCCc2ccccc2)c2ccco2)cc1 (configuration not stated)	i
COc1cc2c(cc1OC)C(CNC(=O)C(C)C)N(C(=O)Nc1ccc(C)cc1)CC2 (configuration not stated)	?
CCC(=O)N1CCc2cc(Br)cc(S(=O)(=O)CCC(=O)N3CCN(c4cccc(C(F)(F)F)c4)CC3)c21	?
Cc1ccc2c(c1)-c1cc(C)nn1C(c1cc(Br)ccc1O)N2 (configuration not stated)	12.6µM*
CCOCc1nc(C2CCCN(C(=O)Cc3cccc(C)c3)C2)no1 (configuration not stated)	20.1%
Cc1cc(C(=O)N2CCC3(CC2)CC(N(Cc2ccc(F)cc2)C2CC2)CCO3)n(C)n1 (configuration not stated)	i
Cc1ccc(-c2nc(NC(=O)CSc3ncnc4sc5c(c34)CCC(C)C5)ns2)cc1 (configuration not stated)	49.9%[activator]
COc1cccc(CN[C@H]2[C@H](O)[C@H](O)C[C@@H]2c2ccc(N3CCOCC3)nc2)c1	i

Some of the compounds tested (hit frequency here may not be typical).
